# FXN GAA850 act = FXN promoter activators, primary screen, cell-based, luciferase luminescence, HEK293 lucGAA850; HEK293 lucGAA850 FXN promoter luciferase reporter, 24 h; percent of 10 µM SAHA response; actives 0.56% (n = 360,000); activation, % at 6 µM;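 active = activation above the average of all compounds screened plus 3 SD, cutoff fixed separately per campaign, cut at about 7.5% in these data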;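 also: 0% = DMSO wells and 100% = 10 µM SAHA wells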
# ADAM10 inh = human ADAM10 inhibitors, primary screen, biochemical, QFRET, HTS | Disintegrin and metalloproteinase domain-containing protein 10 (Homo sapiens), O14672 | recombinant ADAM10, EDANS/DABCYL FRET peptide cleavage, 3 h | inhibition, % at 7 µM | actives 0.62% (n = 370,000) | AID 720582, 2013;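 active = inhibition above a per-campaign cutoff equal to the mean of compounds falling between control-based bounds plus 3 SD, cut at about 20% in these data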;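 also: 0% = DMSO wells while the 100% control is not disclosed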
# DAX1 inh-1 = DAX1 (NR0B1) inhibitors, primary screen, cell-based, HEK293, Gal4-DAX1, luciferase luminescence; actives 0.99% (n = 340,000); Nuclear receptor subfamily 0 group B member 1 (Homo sapiens), P51843; HEK293 Gal4-DAX1 luciferase reporter; AID 504766, 2011; inhibition, % at 6.75 µM;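 active = inhibition above the mean over all tested compounds plus 3 SD, cut at about 4.2% in these data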;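 also: 0% = DAX1-transfected cells with DMSO and 100% = empty-vector control cells with DMSO; inhibition shows as a rise in luminescence from relieved DAX1 repression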
# hcDAF-12 act = H. contortus DAF-12 nuclear receptor activators, primary screen, cell-based, luminescence, HEK293, lit1-tk-luc reporter; activation, % at 6.8 µM; actives 1.4% (n = 370,000); HEK293 hcDAF-12 lit1-tk-luc reporter; 0% DMSO, 100% Δ7-dafachronic acid; AID 652067, 2013;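 active = activation above the mean of all tested compounds plus 3 SD, cut at about 5.5% in these data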;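 also: 100% = response to 3 µM Δ7-dafachronic acid high control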
# DAX1 inh-2 = DAX1 (NR0B1) inhibitors on StAR promoter, primary screen, cell-based, luminescence, SF-1 (NR5A1), full-length DAX-1 | AID 652010, 2013 | inhibition, % at 6.8 µM | actives 1.1% (n = 370,000) | HEK293T StAR-luciferase reporter, SF-1/DAX-1 repression relief;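 active = inhibition above the mean over all tested compounds plus 3 SD, cut at about 3.6% in these data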;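 also: 0% = DAX-1 cells with DMSO and 100% = cells lacking DAX-1 with DMSO; higher inhibition means more luminescence from relief of DAX-1 repression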
# hgDAF-12 ag = H. glycines DAF-12 receptor agonists, primary screen, cell-based, luminescence, HEK293, GAL4 fusion, UAS-luciferase | Nuclear hormone receptor DAF-12 (Heterodera glycines), GAL4 fusion | HEK293 GAL4-hgDAF12 UAS-luciferase reporter, agonist luminescence; normalized to butyrate control | activation, % at 6.8 µM | actives 1.8% (n = 370,000) | AID 687014, 2013;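 active = activation above a cutoff set at the mean of all screened compounds plus 3 SD, cut at about 10% in these data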;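 also: 0% = DMSO wells and 100% = sodium butyrate wells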
# ssDAF12 agonist = S. stercoralis DAF-12 nuclear receptor activators, primary screen, cell-based, luminescence, HEK293, GRIP1 co-expression, lit1-tk-luc; activation, % at 6.8 µM; HEK293 ssDAF-12/GRIP1 lit1-tk-luc reporter; % of 3 µM dafachronic acid response; actives 1% (n = 370,000);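 active = activation above the mean over all tested compounds plus 3 SD, cut at about 0.9% in these data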;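 also: 0% = DMSO-only wells and 100% = 3 µM delta7-dafachronic acid wells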
# SMARCA2 activ = SMARCA2 (BRM) function activators, primary screen, cell-based, luminescence, high throughput; actives 1% (n = 370,000); activation, % at 9.1 µM; MG213 cells, MMTV-luciferase reporter, dexamethasone, overnight; in the data active = activation above about 7.8%;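 also: 0% = vehicle wells and 100% = reference activator wells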
# NPR2 activator = human GC-B receptor activators, primary screen, HEK293 GC-B cells, cGMP TR-FRET, EC30 CNP. actives 0.11% (n = 370,000). activation, % at 10 µM. 0% at EC30 CNP, 100% saturating CNP;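 active = activation at 10 µM reaching about 35% in either raw or pattern-adjusted values, limit read from the data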
# sPLA2-III inh = human group III sPLA2 inhibitors, primary screen, biochemical, QFRET, BODIPY PC-A2 liposome substrate. Group 3 secretory phospholipase A2 (Homo sapiens), Q9NZ20. QFRET BODIPY PC-A2 liposome hydrolysis, fluorescence. inhibition, % at 12.2 µM. actives 0.56% (n = 370,000);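 active = inhibition above mean plus 3 SD of compounds lying within the high and low control bounds, cut at about 19% in these data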;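 also: 0% = median of test compound wells and 100% = no enzyme DMSO wells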
# GC-A act = GC-A stimulated cGMP production enhancers – HEK293 GC-A cells, cGMP TR-FRET, EC30 ANP, primary screen. Atrial natriuretic peptide receptor 1 (Homo sapiens), P16066. 0% at EC30 ANP, 100% saturating ANP. activation, % at 10 µM. actives 0.14% (n = 370,000). AID 1671463, 2021; in the data active = activation above about 40%
# Target sequence (P16066 whole entry, looked up): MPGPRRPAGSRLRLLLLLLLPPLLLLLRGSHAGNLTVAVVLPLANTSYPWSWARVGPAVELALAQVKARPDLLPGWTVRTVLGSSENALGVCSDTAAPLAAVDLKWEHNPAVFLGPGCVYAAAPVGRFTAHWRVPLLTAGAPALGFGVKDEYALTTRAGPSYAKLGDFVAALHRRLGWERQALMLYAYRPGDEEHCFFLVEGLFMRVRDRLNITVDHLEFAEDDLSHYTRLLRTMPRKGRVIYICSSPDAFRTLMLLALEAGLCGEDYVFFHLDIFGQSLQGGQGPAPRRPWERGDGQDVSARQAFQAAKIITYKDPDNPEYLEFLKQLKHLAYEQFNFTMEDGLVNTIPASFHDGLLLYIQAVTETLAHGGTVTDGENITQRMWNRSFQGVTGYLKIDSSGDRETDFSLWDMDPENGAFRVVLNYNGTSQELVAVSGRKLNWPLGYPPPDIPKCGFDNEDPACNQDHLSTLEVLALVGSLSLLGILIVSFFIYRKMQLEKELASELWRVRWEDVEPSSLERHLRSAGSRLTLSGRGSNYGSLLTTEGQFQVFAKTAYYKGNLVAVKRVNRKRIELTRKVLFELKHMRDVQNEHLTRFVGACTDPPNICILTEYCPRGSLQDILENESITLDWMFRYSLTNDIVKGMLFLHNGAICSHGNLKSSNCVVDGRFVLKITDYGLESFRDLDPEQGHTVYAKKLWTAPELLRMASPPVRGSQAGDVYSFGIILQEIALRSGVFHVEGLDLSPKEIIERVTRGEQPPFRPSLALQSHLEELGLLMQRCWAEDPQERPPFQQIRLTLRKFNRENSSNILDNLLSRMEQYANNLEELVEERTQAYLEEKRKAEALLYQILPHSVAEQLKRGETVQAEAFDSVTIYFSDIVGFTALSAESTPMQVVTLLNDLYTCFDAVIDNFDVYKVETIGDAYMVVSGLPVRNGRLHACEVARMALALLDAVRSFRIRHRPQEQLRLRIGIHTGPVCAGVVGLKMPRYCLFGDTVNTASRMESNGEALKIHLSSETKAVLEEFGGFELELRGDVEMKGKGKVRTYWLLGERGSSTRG
# Active calls of the source: *; i = inactive; / = no result given.
SMILES,FXN GAA850 act,ADAM10 inh,DAX1 inh-1,hcDAF-12 act,DAX1 inh-2,hgDAF-12 ag,ssDAF12 agonist,SMARCA2 activ,NPR2 activator,sPLA2-III inh,GC-A act
CC1=C(C(=O)N(C)C)CC(CC(=O)NC(c2ccccc2)c2ccccc2)C(=O)N1Cc1ccc(F)cc1 (configuration not stated),-0.7,-9.5,0.6,-1.0,-0.2,-2.3,-0.8,-1.0,9.8,9.1,-1.3
CC(C)(C)SCCNC(=O)Nc1ccccc1,3.8,1.2,3.4,-1.1,-0.2,3.6,-0.1,2.2,3.1,-2.3,0.0
COc1cc(/C=N/NC(=O)c2ccc(-n3cccc3)cc2)ccc1O,0.3,-10.0,0.7,-1.0,-0.4,3.4,-0.8,-2.5,3.6,-0.1,3.5
CCCCCCNc1nc(NCc2ccco2)nc(OCC)n1,0.1,6.6,-0.6,-2.0,0.2,-0.5,-0.8,-2.8,0.1,-15.2,5.9
CC1(C)Cc2c(sc(NC(=O)C(=O)N3CCOCC3)c2C#N)CO1,1.6,8.9,0.0,1.5,0.3,3.1,0.2,-2.5,2.0,3.9,-0.9
O=C(NCCCN1CCN(CCCNC(=O)c2cccc([N+](=O)[O-])c2)CC1)c1cccc([N+](=O)[O-])c1,-0.1,-10.7,0.1,-0.3,-0.6,-0.9,-1.6,0.2,-1.8,3.8,0.1
NC(=S)Nc1nc2ccccc2s1,3.4,6.0,0.2,7.9*,1.6,9.7,0.8,15.6*,0.9,10.1,7.9
O=C(CN(Cc1ccc2c(c1)OCO2)C(=O)CNC(=O)c1ccco1)NC1CCCCC1,-1.2,0.9,-0.3,-0.2,-0.6,-2.1,-1.4,4.0,1.4,0.7,-2.8
CN(CC(=O)Nc1ccc(N2CCOCC2)cc1)C(=O)c1ccc(O)c(Cl)c1,-1.0,0.7,0.5,-1.6,1.7,2.0,-1.3,-2.2,-7.0,4.4,3.0
CC(Oc1ccc(S(=O)(=O)N2CCCC2)cc1[N+](=O)[O-])C(=O)N(C)c1ccccc1 (configuration not stated),-2.1,-9.6,-0.2,-0.6,-0.7,1.1,-1.1,-1.8,5.6,2.3,0.6
Cc1noc(C)c1NC(=O)Nc1cccc2c1O[C@@H](CN(C)Cc1ccc3c(c1)OCO3)[C@@H](C)CN([C@H](C)CO)C2=O,0.1,3.4,-0.2,-0.9,0.2,1.6,-1.3,-0.6,0.8,5.8,1.1
CC1(c2ccc(OC(F)F)cc2)NC(=O)N(/N=C/c2c(O)ccc3ccccc23)C1=O (configuration not stated),0.2,-24.2,-1.0,0.8,-0.4,-1.6,-1.1,3.0,-0.3,-6.1,-0.3
Cc1ccc(CNC(=O)c2ccc(CS(=O)(=O)c3ccccc3)o2)cc1,-0.2,-8.7,-0.2,-2.4,-0.4,-1.6,-1.6,-1.6,-0.2,3.8,-1.3
NC(=O)c1nn(-c2ccccc2)c(=O)cc1O,-1.9,-2.3,0.5,0.9,-0.3,2.0,-0.6,-5.0,2.5,0.3,1.1
CC1(C)N=C(/C=N/O)CN1O,0.6,5.2,0.1,-1.3,-0.5,-0.2,-1.3,0.3,7.3,4.4,3.8
CC(=O)Nc1cccc2c1OCCO2,0.2,-0.7,0.9,-0.8,-0.7,-0.6,-1.4,2.3,-0.1,2.1,4.2
O=C(O)/C=C\C(=O)Nc1cccc(C(=O)Nc2cccc(O)c2)c1,1.1,-1.4,2.4,-0.2,0.5,7.0,0.2,3.0,-3.2,-0.9,1.1
COc1ccc(C(=O)/C=C/C(=O)N(CC(=O)NC2CCCCC2)Cc2ccc(F)cc2)c(O)c1,5.9,-4.3,-2.3,-0.2,-0.8,-1.5,-1.5,-3.5,-22.1,-18.1,-42.4
COCCn1c(SCC(=O)Nc2cc(C)on2)nnc1C(C)C,-1.3,3.4,0.2,-1.2,0.7,1.3,-0.9,1.6,6.0,2.7,4.3
CC(C)(/C=N/O)/[N+]([O-])=C/c1ccccc1C(F)(F)F,-3.1,-1.8,0.3,0.6,0.0,-0.3,-0.1,0.7,5.5,3.4,2.8
CC1CCCN(CC(=O)NC(=O)NC2CCCCC2)C1 (configuration not stated),4.4,7.1,0.9,-1.5,-0.7,-1.3,-1.3,4.9,-1.5,-1.1,2.2
COCCCNC(=O)C1CCC(CNS(=O)(=O)c2ccc3c(c2)CC(C)N3C(=O)C2CC2)CC1 (configuration not stated),-0.9,-10.4,-0.1,-0.4,-0.9,-0.7,-1.5,-2.8,4.4,-5.9,3.2
NC(=O)c1cnn(-c2ccc3ccccc3c2)c1N,3.0,-0.2,1.5,4.8,2.3,3.9,0.3,0.7,-0.3,-0.7,0.8
CC1=C(C(=O)OCc2ccccc2)C(c2ccc(-c3ccccc3)cc2)NC(=O)N1CCCCCC(=O)O (configuration not stated),-0.3,16.9,0.1,-1.1,0.4,-1.3,-1.3,1.4,-4.1,-41.1,-4.9
CCNC(=O)COC(=O)CCC(=O)c1ccc(F)cc1,1.7,2.2,0.1,-0.9,0.5,-1.7,-1.1,1.6,1.4,2.4,-1.1
CC(C)(C)S(=O)(=O)/C(C#N)=C/Nc1ccccn1,-0.9,1.4,/,-0.6,-0.3,1.3,-1.1,-1.6,3.8,-7.0,3.3
CN(Cc1ccccc1)S(=O)(=O)c1ccc2c(c1)NC(=O)CC(=O)N2,1.6,-3.8,0.9,-0.1,-0.6,-0.3,-1.2,-3.1,1.4,-9.4,-3.8
Cc1nn(Cc2ccc(F)cc2)c(C)c1NC(=O)c1cc(-c2ccc3c(c2)OCO3)on1,-1.5,-1.4,-0.2,-0.5,0.7,-1.2,-1.6,0.3,12.3,-1.5,10.8
Cc1ccc(S(=O)(=O)NC2=NCN(C3CCN(Cc4ccccc4)CC3)CN2)cc1,-4.2,5.6,0.2,-0.7,0.3,0.1,-1.1,3.7,-4.4,-6.1,0.9
Cc1ccc(N(CN2CCCC2=O)C(=O)c2ccc(OC(C)C)cc2)cc1,0.7,5.1,2.1,0.0,-0.5,-0.3,-0.9,-0.4,0.1,-3.3,5.7
N#C/C(=C\c1c(Cl)cccc1Cl)c1nn(-c2ccccc2)c(-n2cccc2)c1C#N,3.7,4.7,-0.7,-0.5,0.2,-1.8,-1.3,-2.6,0.6,-2.7,2.4
Cc1ccc(C(=O)Nc2ccc(N3CCOCC3)nc2)cc1,1.8,1.2,0.8,-0.6,0.1,2.0,-1.8,1.9,1.9,-1.9,0.8
COC(=O)CNC(=O)CN1C(=O)N(c2ccc(Cl)cc2)C(N(O)C(=O)Nc2ccc(Cl)cc2)C1(C)C (configuration not stated),-0.3,-3.5,-0.5,-1.6,0.4,-0.1,-1.3,-1.2,1.6,-34.0,-1.9
O=C(Cn1c(=O)oc2ccccc21)Nc1ccccc1C(F)(F)F,0.9,3.5,-0.7,-2.1,0.2,0.6,-1.0,-2.0,3.3,-8.7,2.4
CN(CC(=O)Nc1cccc(F)c1)C(=O)C1=COCCO1,1.2,-3.4,-0.6,0.3,1.3,-3.5,-0.8,-2.0,4.1,1.8,3.3
COc1ccccc1NC(=O)CN(C)S(=O)(=O)c1ccc2c(c1)CCC(=O)N2,-1.5,-5.0,0.6,0.7,-0.4,-2.2,-1.4,1.5,6.6,1.0,-1.0
COc1cccc(C(=O)NNC(=O)c2ccccc2-n2cccc2)c1,0.2,-1.1,-0.2,0.4,0.0,-0.7,-1.4,2.4,-3.6,-1.1,0.0
CCOc1ccccc1N1CCN(Cc2cn[nH]c2-c2ccc(F)cc2)CC1,1.9,0.9,-1.4,-0.4,0.0,-1.9,-1.0,-5.9,2.6,8.9,-0.8
COc1ccccc1N1CCN(/N=C\c2ccc(C)o2)CC1,4.5,6.2,2.7,0.4,1.4,3.6,-0.2,5.5,/,1.4,/
CCCCOCCCNC(=O)CC(C)c1ccccc1 (configuration not stated),-1.7,-2.2,-0.8,-3.5,-0.6,0.1,-0.8,-1.7,1.9,5.5,3.6
C/C(CCc1ccccc1)=N/NC(=O)C(=O)NCc1ccccc1,1.8,-2.7,-1.0,-0.5,-0.3,-0.2,-2.0,-2.2,4.7,0.2,3.8
Cn1cc(SCC(=O)Nc2ccc3c(c2)OCO3)c2ccccc21,-0.1,-4.3,0.0,0.5,1.1,4.3,-0.3,0.3,-2.3,-5.5,0.3
O=C(NCCCn1cccn1)C1CCC(=O)N(Cc2ccccc2F)C1 (configuration not stated),-0.9,5.5,0.8,-0.7,0.8,0.8,-1.4,-1.4,-2.9,5.5,0.7
O=C(c1cc2ccccc2o1)N1CCN(CCOc2ccccc2)CC1,-1.9,-1.2,-0.8,-0.1,-1.2,-2.6,-0.7,1.4,1.6,-9.1,1.4
O=C(NCc1cccc(Cl)c1)C1CCCO1 (configuration not stated),1.4,6.1,0.9,-1.6,0.2,-4.6,-1.6,-2.4,3.6,3.6,-4.1
COC(CNC(=O)c1coc2nc3ccccc3nc12)OC,-1.5,i,2.3,0.4,0.7,-0.4,-0.6,-2.9,-2.7,15.7,-1.9
COC(=O)[C@H](CC(C)C)N(CCc1cn(Cc2ccc(C)cc2)nn1)S(=O)(=O)c1ccccc1Br,/,12.3,/,-1.4,-1.6,-1.4,-1.1,-2.5,3.1,-12.0,2.6
Cc1ccc(C(=O)NNc2ncnc3ccccc23)cc1,7.7*,2.1,0.5,4.1,2.3,16.0*,1.9*,4.4,-2.4,-1.5,-1.1
COc1cccc(CNC(=O)[C@@H]2CCCN2C(=O)[C@@H]2CCCN2C(=O)c2ccc(Cl)cc2)c1,/,-1.3,/,-1.5,-0.3,0.5,-1.3,-3.9,-0.4,3.9,2.1
C#Cc1ccc(NC(=O)C2(C)CCN2C(=O)C/C=C/c2ccccc2)cc1 (configuration not stated),-1.5,-8.9,/,-0.3,-0.9,-0.8,-1.6,-3.6,-6.8,-5.4,0.1

# Screening data (PubChem BioAssay)
